HPDE-C7 cytotoxicity: cytotoxicity in HPDE-C7 cells, cell-based, fluorescence, HTS (AID 430); 63,000 compounds, 1.8% hits; cytotoxicity, % at 10 µM; hits with a dose series show EC50 in µM; HPDE-C7 pancreatic duct cells viability, fluorescence; higher % means a stronger effect;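 also: cells exposed to compound for 48 hours before viability readout; 0% = vehicle and 100% = reference cytotoxic drug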
LYP inhibition: inhibition of human PTPN22 tyrosine phosphatase – biochemical, DiFMUP fluorescence, recombinant catalytic domain, 10 µM, primary screen (AID 606) | inhibition, % at 10 µM, or IC50 in µM where a hit was titrated | 52,000 tested, under 10 active | recombinant LYP catalytic domain, DiFMUP fluorescence; higher % means a stronger effect;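 active = IC50 under 40 µM in the dose-response test; inactive = IC50 of 40 µM or more, or never dose-tested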
HT1080 viability: cytotoxicity in HT1080 fibrosarcoma cells, cell-based, fluorescence readout (AID 620); 87,000 compounds, 0.42% hits; HT1080 viability, fluorescence; higher % means a stronger effect; cytotoxicity, % at 10 µM, or EC50 in µM where a hit was titrated;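 also: cells exposed to compound overnight then 4 h with Alamar Blue; 0% = vehicle DMSO and 100% = killing control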
Bfl-1 inhibitors: Bfl-1 inhibitors, primary screen, biochemical, fluorescence polarization, FITC-Bid, mouse (AID 432) | FITC-Bid BH3 peptide fluorescence polarization displacement; higher % means a stronger effect | displacement, % at 20 µM, or IC50 in µM where a hit was titrated | 64,000 compounds, 0.02% hits; in the data active = a potency from the dose series; inactive = the rest, 99 in 100 with displacement below about 15%; also: strong numbers were not always called active
Spn DPM-DC inh: blocks S. pneumoniae diphosphomevalonate decarboxylase; purified DPM-DC, PK/LDH coupled NADH fluorescence; calls only at 10 µM; 65,000 compounds, 0.49% hits;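 active = the 320 compounds with the highest percent inhibition in the single-dose primary screen, excluding strongly autofluorescent ones, cut at about 32% in these data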;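 also: kinetic rate of NADH fluorescence loss reporting ADP formed by the decarboxylase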
HPDE-C7K KRASV12: viability loss of HPDE-C7K cells – cell-based, fluorescence, HTS, primary screen (AID 431); cytotoxicity, % at 10 µM, or EC50 in µM where a hit was titrated; HPDE-C7K KRASV12 cells, Alamar Blue viability, 48 h; higher % means a stronger effect; 63,000 compounds, 1.7% hits;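 active = compounds whose percent cytotoxicity in the single-dose primary screen, scaled between solvent and toxic-drug controls, exceeds 50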;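 also: 0% = DMSO solvent wells and 100% = doxorubicin-treated wells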
TNAP inhibition: inhibition of tissue-nonspecific alkaline phosphatase – biochemical, luminescent (AID 518); purified TNAP enzyme, luminescent substrate readout; higher % means a stronger effect; 64,000 compounds, 0.09% hits; inhibition, % at 20 µM; hits with a dose series show IC50 in µM; in the data active = a potency from the dose series; inactive = the rest, 99 in 100 with inhibition below about 22%;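 also: plate controls were vehicle for no effect and reference inhibitor for full effect; many of its hits are not listed in these tables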
MK inhibit: S. pneumoniae mevalonate kinase inhibition | 65,000 compounds, 0.48% hits | inhibition, % at 10 µM | purified MK, PK/LDH-coupled NADH absorbance 340 nm | AID 555;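 active = ranked among the strongest by inhibition in the single 10 µM screen, a fixed top-ranked set picked for dose follow-up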; also: no value below 0 was filed
Spn PMK inh: S. pneumoniae PMK inhibition | purified PMK, PK/LDH-coupled NADH absorbance 340 nm | inhibition, % at 10 µM | 65,000 compounds, 0.49% hits | AID 539;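 active = top-ranked compounds by inhibition in the single 10 µM screen, taking a fixed number of the strongest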;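 also: 0% = full reaction with DMSO carrier and 100% = background rate without enzyme reaction; no value below 0 was filed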
Spn PMK inh pilot replicates: second read-out of Spn PMK inh, no call of its own (marks repeat the call); inhibition, %; measured here: pilot screen replicates
MK inhibit pilot replicates: second read-out of MK inhibit, no call of its own (marks repeat the call); inhibition, %; measured here: pilot screen replicates
Spn DPM-DC inh pilot screen %: also measured in Spn DPM-DC inh; calls as there; inhibition, %; measured here: pilot screen trials
An asterisk follows results filed as active; i = inactive; . = no result given. Rule as the data show it, unless noted: active = cytotoxicity above about 50%; inactive = the rest.

The opening two records as a preview:
SMILES	HPDE-C7 cytotoxicity	LYP inhibition	HT1080 viability	Bfl-1 inhibitors	Spn DPM-DC inh	HPDE-C7K KRASV12	TNAP inhibition	MK inhibit	Spn PMK inh	others
Cc1cc(C)nc(NS(=O)(=O)c2ccc(NC(=O)c3cccs3)cc2)n1	29%	7%	.	-2%	i	13%	11%	6	1
CCN(CC)CCCNC(=O)C1c2ccccc2C(=O)N(C)C1c1ccc(OC)cc1 (configuration not stated)	-4%	.	-1%	-3%	i	1%	2%	5	5

The whole of this part, previewed entries included:
SMILES	HPDE-C7 cytotoxicity	LYP inhibition	HT1080 viability	Bfl-1 inhibitors	Spn DPM-DC inh	HPDE-C7K KRASV12	TNAP inhibition	MK inhibit	Spn PMK inh	others
Cc1cc(C)nc(NS(=O)(=O)c2ccc(NC(=O)c3cccs3)cc2)n1	29%	7%	.	-2%	i	13%	11%	6	1
CCN(CC)CCCNC(=O)C1c2ccccc2C(=O)N(C)C1c1ccc(OC)cc1 (configuration not stated)	-4%	.	-1%	-3%	i	1%	2%	5	5
Cc1cccc(CSc2ncnc3nc[nH]c23)c1	4%	6%	.	-1%	i	5%	-3%	10	0
Cc1csc(NC(=O)CN(C)S(=O)(=O)c2cccc3cccnc23)n1	-3%	-3%	-1%	-4%	i	6%	8%	8	0
OC(COc1ccccc1)Cn1cc(Br)cn1 (configuration not stated)	-10%	-3%	8%	-4%	i	5%	10%	14	0
O=C(c1ccc(S(=O)(=O)N2CCOCC2)cc1)N(c1ccccc1)C1C=CS(=O)(=O)C1 (configuration not stated)	-6%	13%	3%	-5%	i	0%	5%	3	19
O=C(Nc1cnn(Cc2ccc(F)cc2)c1)c1cc(-c2cccs2)on1	18%	17%	2%	-1%	i	24%	8%	8	13
C=CCn1c(SCC(=O)Nc2ccccc2)nnc1-c1cccc(S(=O)(=O)N2CCOCC2)c1	-5%	4%	5%	2%	i	-2%	15%	3	11
CN(CCNC(=O)c1ccc(/C=N/O)nc1)Cc1ccccc1	-1%	-1%	19%	0%	i	4%	8%	0	6
CCc1c(O)nc(SCC(=O)Nc2ccc(C)cc2)n(C2CCCCC2)c1=O	51%*	.	-7%	-8%	i	33%	8%	6	6
CCOC(=O)c1cnc(N2CCOCC2)[nH]c1=O	2%	.	-3%	-6%	i	-1%	6%	10	4
C#C[C@]1(O)CC[C@H]2[C@@H]3CCc4cc(OC)ccc4[C@H]3CC[C@@]21C	.	14%	-8%	.	i	.	.	2	1
Cc1cc(N)c(-n2cc3c(=O)n(C)c(=O)n(C)c3c2)cc1C	-4%	-7%	8%	-4%	i	20%	5%	7	15
Brc1c(CSc2nncn2-c2ccccc2)nc2ncccn12	-18%	16%	-13%	-2%	.	-15%	14%	0	0
O=C(COC(=O)c1ccc(Br)c(S(=O)(=O)N2CCOCC2)c1)NCC1CCCO1 (configuration not stated)	-1%	-29%	0%	1%	i	-4%	12%	17	0
CCN(CC)CCOC(=O)c1cccc(Cl)c1	-8%	1%	-10%	-6%	i	-10%	8%	6	13
COc1ccc2ccccc2c1CN1CCCC(CO)C1 (configuration not stated)	-7%	2%	-6%	9%	i	-4%	15%	10	0	Spn PMK inh pilot replicates=1.0;MK inhibit pilot replicates=2.5;Spn DPM-DC inh pilot screen %=0.0
CCOC(=O)C1CCN(CC(=O)Nc2c(C(=O)OC)[nH]c3ccc(Cl)cc23)CC1	-12%	14%	-7%	-4%	i	-10%	12%	12	13	Spn PMK inh pilot replicates=0.0;MK inhibit pilot replicates=0.5;Spn DPM-DC inh pilot screen %=3.0
Cc1nnc(NC2=NCCC2)o1	8%	.	-2%	-7%	i	-4%	7%	0	10
CCCc1nnc(SCC(=O)Nc2ccc(OCC)cc2)n1N	-6%	6%	-10%	-6%	i	-4%	14%	5	3
O=C(NCCCN1CCCC1=O)c1cccc(N2CCCC2=O)c1	-15%	.	.	-2%	i	-8%	0%	0	11
COC(=O)c1c(C)[nH]c(C(=O)OCc2ccc(F)cc2)c1C	4%	-2%	7%	0%	i	-2%	2%	2	0
Cc1c(C(=O)N2CCN(C)CC2)oc2ccc(S(=O)(=O)N3CCOCC3)cc12	-16%	7%	9%	5%	i	2%	5%	8	0
Cc1cc2nsnc2c(S(=O)(=O)NCC(=O)O)c1C	0%	3%	-15%	-9%	i	-18%	8%	6	10
COc1ccc(N(CC(O)Cn2nnc3ccccc32)S(=O)(=O)c2ccc(C)cc2)cc1 (configuration not stated)	.	14%	29%	-11%	i	.	6%	5	0
CC(NC(=O)c1cn(C)c2ccc(S(=O)(=O)N3CCCC3)cc2c1=O)c1ccc2c(c1)OCCO2 (configuration not stated)	-30%	.	3%	4%	i	-12%	13%	1	17	Spn PMK inh pilot replicates=3.0;MK inhibit pilot replicates=0.0;Spn DPM-DC inh pilot screen %=0.0
COc1cc(NC(=O)c2ccc(COCC(F)(F)F)o2)cc(OC)c1OC	8%	-4%	-1%	-1%	i	21%	9%	4	0	Spn PMK inh pilot replicates=4.0;MK inhibit pilot replicates=0.0;Spn DPM-DC inh pilot screen %=1.0
CCn1c2ccccc2c2nnc(SCc3ccc(C(=O)OC)o3)nc21	4%	2%	4%	1%	i	5%	12%	3	18
CN=C1SC(CC(=O)Nc2ccc(N3CCOCC3)cc2)C(=O)N1C (configuration not stated)	1%	4%	4%	0%	i	1%	0%	5	0
C=CCN(CC=C)C(=O)Nc1cc(Cl)ccc1OC	3%	-4%	0%	-2%	i	-2%	21%	11	12	Spn PMK inh pilot replicates=3.0;MK inhibit pilot replicates=0.0;Spn DPM-DC inh pilot screen %=0.0
CC(=O)c1c(N2CCOCC2)nc(=S)n(-c2cc(C)ccc2C)c1C	-2%	5%	1%	1%	i	-7%	3%	6	10
COc1ccccc1NC(=O)c1cc2ccc(O)cc2o/c1=N\O	14%	.	10%	-11%	i	-17%	2%	0	10
CCCS(=O)(=O)N1CCCC(C(=O)NCc2ccc3c(c2)OCO3)C1 (configuration not stated)	-2%	.	-3%	-3%	i	-6%	6%	0	4
Cc1c(=O)n(OCc2ccccc2)c2ccccc2[n+]1[O-]	10%	-2%	12%	2%	i	-2%	9%	9	14
COC(=O)c1c(NC(=O)c2ccc(S(=O)(=O)N3CCOCC3)cc2)sc2c1CCN(C)C2	-20%	11%	4%	-9%	i	-9%	19%	2	7	Spn PMK inh pilot replicates=5.5;MK inhibit pilot replicates=0.5;Spn DPM-DC inh pilot screen %=4.5
C=CCC(NCc1ccccc1)c1ccco1 (configuration not stated)	2%	10%	-3%	-3%	i	6%	5%	0	2
COC(=O)CN(n1cnnc1)S(=O)(=O)c1ccccc1	9%	.	-6%	-4%	i	9%	4%	5	12
CCOC(=O)CC1(CC(=O)OCC)NC(=O)c2c(C)sc(C(=O)OCC)c2N1	-6%	9%	-3%	2%	.	-9%	7%	10	11	Spn PMK inh pilot replicates=0.0;MK inhibit pilot replicates=1.5
O=C1CC(c2ccncc2)c2cc3c(cc2N1)OCCO3 (configuration not stated)	-10%	-21%	6%	8%	i	4%	10%	10	6
COC(=O)c1ccccc1NC(=O)C1CC(=O)N(C2CCCCC2)C1 (configuration not stated)	-5%	-7%	-6%	-4%	i	0%	2%	4	3
Cc1ccccc1NC(=O)C1CCN(c2cnccn2)CC1	-1%	7%	6%	-12%	i	-4%	8%	11	12	Spn PMK inh pilot replicates=2.0;MK inhibit pilot replicates=0.0;Spn DPM-DC inh pilot screen %=5.5
Cn1cnnc1SCC(=O)Nc1sc2c(c1C(N)=O)CCC2	-19%	-6%	7%	13%	i	-7%	11%	2	8
Cc1ccc(-n2ncc3c(NCCCN4CCCC4=O)ncnc32)c(C)c1	9%	1%	-2%	3%	i	1%	-1%	2	2
O=C(NCCc1ccccc1)C1CCCN(S(=O)(=O)c2cccc3nonc23)C1 (configuration not stated)	-4%	8%	.	-1%	i	-9%	8%	1	13
FC(F)(F)c1cc(-c2ccco2)nc(NCc2ccco2)n1	0%	-1%	4%	11%	i	0%	10%	5	0	Spn PMK inh pilot replicates=0.0;MK inhibit pilot replicates=0.0;Spn DPM-DC inh pilot screen %=3.5
CC(=O)N1c2c(cc(Br)cc2S(=O)(=O)NCc2ccc3c(c2)OCO3)CC1C (configuration not stated)	-2%	18%	2%	-6%	i	4%	6%	8	0
CSc1n[nH]c(NC2=CC(=O)CCC2)n1	25%	.	13%	-2%	i	-2%	20%	13	16
CC(C)CNS(=O)(=O)c1ccc(S(=O)(=O)N2CCCN(Cc3ccccc3)C2)cc1	3%	1%	-5%	-4%	i	-9%	8%	3	6
COc1ccc(OCC(=O)Nc2ccc(C)cc2)cc1	1%	9%	5%	-3%	i	-6%	9%	8	15
CN(C)C(=O)COc1ccc2cc(-c3ccccc3)c(=O)oc2c1	-9%	9%	11%	-6%	.	-9%	18%	7	7	Spn PMK inh pilot replicates=3.0;MK inhibit pilot replicates=2.0
CCCCC(=O)Nc1nnn(CCC)n1	-18%	3%	3%	-7%	i	-9%	-1%	7	1
O=C(OCCN1C(=O)c2ccccc2C1=O)c1cc(S(=O)(=O)N2CCOCC2)ccc1F	-4%	.	-1%	2%	i	3%	9%	0	0
CCOc1ccc(OCC)c(NC(=O)CN2CCN(c3cccc(C)c3C)CC2)c1	-7%	4%	-12%	-5%	i	0%	10%	62*	0
CC1CCN(c2nc3c(c(=O)n(C)c(=O)n3C)n2CCSc2ncccn2)CC1	-11%	6%	1%	-3%	i	-4%	1%	2	6
Cc1ccc(-n2c(=O)[nH]c3c(C(N)=O)nc(-c4ccc(C)o4)nc32)cc1	8%	2%	8%	6%	i	-1%	-5%	3	15
O=C(NC1CCCCC1)c1cnn2c(C(F)(F)F)cc(-c3ccco3)nc12	-21%	9%	-13%	4%	i	-10%	4%	0	14
Cc1ccc2cc(CN(Cc3cccs3)C(=O)c3ccco3)c3nnnn3c2c1C	22%	16%	8%	0%	i	16%	13%	6	12
COc1cc(Cl)ccc1NC(=O)COc1ccccc1C(=O)N1CCN(c2ccc(O)cc2)CC1	8%	.	9%	3%	i	23%	13%	0	16
CN(C)c1nc(-c2ccccc2)c2cnn(Cc3ccccc3)c2n1	0%	11%	-12%	2%	.	6%	1%	10	8
Cc1ccccc1-c1nnc(SCc2ccccc2F)o1	-10%	4%	-8%	7%	i	-1%	5%	0	0

(more compounds)
SMILES	HPDE-C7 cytotoxicity	LYP inhibition	HT1080 viability	Bfl-1 inhibitors	Spn DPM-DC inh	HPDE-C7K KRASV12	TNAP inhibition	MK inhibit	Spn PMK inh	others
CC(C)CCn1c(CN(C)Cc2ccccc2)nc2c1c(=O)n(C)c(=O)n2C	-3%	8%	-5%	-6%	i	9%	4%	12	12
CCn1ccnc1C(O)c1ccc(N(C)C)cc1 (configuration not stated)	9%	5%	4%	3%	i	14%	11%	9	19
Cc1ccc(C)c(C(=O)NC2CC(C)(C)NC(C)(C)C2)c1	10%	5%	2%	6%	i	20%	9%	1	0	Spn PMK inh pilot replicates=1.5;MK inhibit pilot replicates=0.0;Spn DPM-DC inh pilot screen %=1.5
N#Cc1cc(N)c(Nc2ccccc2)cc1C#N	-8%	-1%	-1%	-6%	i	34%	16%	0	10

Assay outcomes (PubChem)
